# SRC2 inh – human SRC2 (NCOA2) inhibition; Q15596; HEK293 GAL4-SRC2 luciferase reporter, luminescence; inhibition, % at 9 µM; 0.17% of 370,000 active; AID 651957;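 active means inhibition above the mean inhibition of all tested compounds plus 3 SD, set per campaign, cut at about 52% in these data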;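 further: 0% = DMSO treated cells and 100% = cells given Gossypol at 36 µM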
# Target sequence (Q15596 whole entry, looked up, the tested form may be a part): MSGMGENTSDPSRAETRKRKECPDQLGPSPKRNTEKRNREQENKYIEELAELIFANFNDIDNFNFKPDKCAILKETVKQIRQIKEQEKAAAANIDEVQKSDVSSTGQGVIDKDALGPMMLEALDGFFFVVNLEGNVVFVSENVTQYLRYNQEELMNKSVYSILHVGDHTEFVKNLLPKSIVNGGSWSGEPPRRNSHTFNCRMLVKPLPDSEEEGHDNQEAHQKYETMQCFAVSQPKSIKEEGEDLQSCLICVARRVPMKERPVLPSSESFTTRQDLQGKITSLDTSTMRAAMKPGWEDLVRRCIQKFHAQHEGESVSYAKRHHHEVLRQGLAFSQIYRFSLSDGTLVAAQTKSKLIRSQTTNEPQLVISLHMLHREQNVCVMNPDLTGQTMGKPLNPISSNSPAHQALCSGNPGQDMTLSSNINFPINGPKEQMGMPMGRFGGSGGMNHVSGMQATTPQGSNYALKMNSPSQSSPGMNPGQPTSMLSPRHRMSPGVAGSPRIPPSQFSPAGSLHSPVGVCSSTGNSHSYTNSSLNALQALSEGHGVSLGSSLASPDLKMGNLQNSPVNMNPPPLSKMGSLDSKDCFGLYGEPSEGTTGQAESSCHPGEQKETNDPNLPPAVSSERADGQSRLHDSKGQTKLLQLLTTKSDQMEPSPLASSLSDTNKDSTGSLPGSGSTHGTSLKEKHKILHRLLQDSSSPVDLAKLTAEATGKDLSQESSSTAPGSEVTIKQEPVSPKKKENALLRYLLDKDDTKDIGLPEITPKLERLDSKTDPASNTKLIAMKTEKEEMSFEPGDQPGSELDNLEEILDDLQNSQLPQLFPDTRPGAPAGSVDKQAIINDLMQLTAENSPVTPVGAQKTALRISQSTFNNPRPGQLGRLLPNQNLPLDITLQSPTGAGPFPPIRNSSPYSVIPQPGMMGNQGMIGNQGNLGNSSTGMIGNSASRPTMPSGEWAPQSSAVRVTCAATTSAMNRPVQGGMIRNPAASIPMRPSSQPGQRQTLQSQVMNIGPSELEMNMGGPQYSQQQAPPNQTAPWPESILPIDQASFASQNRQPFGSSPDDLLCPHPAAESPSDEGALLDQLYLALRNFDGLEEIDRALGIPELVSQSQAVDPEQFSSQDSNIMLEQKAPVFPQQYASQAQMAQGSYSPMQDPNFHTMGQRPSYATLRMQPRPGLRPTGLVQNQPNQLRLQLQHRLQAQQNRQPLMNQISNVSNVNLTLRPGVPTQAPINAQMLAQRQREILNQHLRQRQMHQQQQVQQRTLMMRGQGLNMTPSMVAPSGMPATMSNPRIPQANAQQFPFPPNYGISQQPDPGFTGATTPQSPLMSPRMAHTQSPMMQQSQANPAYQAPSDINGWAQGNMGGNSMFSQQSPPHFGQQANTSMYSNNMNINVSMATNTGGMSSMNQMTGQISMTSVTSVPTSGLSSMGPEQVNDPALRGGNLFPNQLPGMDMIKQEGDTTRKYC
# SRC1 inh – inhibitors of human steroid receptor coactivator 1 (SRC1) | inhibition, % at 3.6 µM | 0.12% of 360,000 active | AID 588354 | Q15788 | HEK293 GAL4-SRC1 luciferase reporter, luminescence;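 active means inhibition above the campaign mean plus 3 SD, with each screening campaign given its own cutoff, cut at about 60% in these data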;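 further: 0% = DMSO treated cells and 100% = gossypol at 36 µM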
# C8 TRAIL sens – sensitizes caspase-8 expressing cells to TRAIL; NB7+C8 cells + TRAIL, ATPlite viability luminescence; inhibition (viability loss, TRAIL sensitization), % at 10 µM; 1% of 360,000 active; AID 624354;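 active means compounds causing at least 50% loss of cell viability in the single-dose screen, relative to plate controls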
# TWEAK-Fn14 inh – TWEAK-Fn14 signaling inhibition; 2% of 360,000 active; inhibition, % at 10 µM; TWEAK-stimulated Fn14 reporter cells, luciferase luminescence, 8 h; in the data active means inhibition above about 50%
# NR5A2 inv ag – NR5A2 inverse agonism in reporter assay; inhibition, % at 3.6 µM; HEK293T StAR-luciferase reporter, LRH-1 transfected, 24 h; 0.13% of 360,000 active;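 active means inhibition above the mean inhibition of all tested compounds plus 3 SD, cut at about 73% in these data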;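 further: 0% = DMSO wells and 100% = reporter-only cells lacking LRH-1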
# LMP1 NFkB inh – reduces LMP1-driven NF-kappaB luciferase signal; LMP1-induced NF-kappaB luciferase reporter cells, luminescence; inhibition, % at 12.5 µM; 0.69% of 350,000 active; AID 504558; in the data active means inhibition above about 41%;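 further: 0% = neutral control wells and 100% = reference inhibitor control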
# COUP-TFII inh – blocks human COUP-TFII nuclear receptor. P24468. HEK293T NGFI-A luciferase reporter, luminescence. inhibition, % at 8.6 µM. 0.7% of 370,000 active. AID 686940;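 active means inhibition above a per-plate cutoff, mean inhibition of test wells between control levels plus 3 SD, cut at about 38% in these data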;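 further: cells cotransfected with COUP-TFII expression vector driving the NGFI-A reporter; 0% = median of COUP-TF2 test wells and 100% = reporter-only cells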
# NOD2-RIPK2 inh – blocks binding of human NOD2 to RIPK2; inhibition, % at 4.98 µM; AID 624267; 0.38% of 360,000 active; O43353; CHO BLA complementation NOD2-RIPK2, CCF4 ratio; in the data active means inhibition above about 21%;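 further: 0% = vehicle only and 100% = reference blocker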
# TROY NFkB inh – blocks TROY-dependent signaling in reporter cells. inhibition, % at 10 µM. 0.98% of 360,000 active. Q293 LMP1-TROYcd NF-kB luciferase reporter, 4 h;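 active means compounds whose plate-normalised and pattern-corrected inhibition of the luciferase reporter signal at the single screening dose is 50% or more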
# TLR9-MyD88 block – inhibitors of human TLR9-MyD88 binding. Q9NR96+Q99836. CHO BLA complementation TLR9-MyD88, CCF4 FRET ratio. inhibition, % at 4.98 µM. 0.21% of 340,000 active;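 active means inhibition above the mean over all tested compounds plus 3 SD, cut at about 21% in these data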;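 further: 0% = DMSO only wells and 100% = clavulanate BLA inhibitor control wells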
# NCOA3 inh – inhibits human SRC3 coactivator. Q9Y6Q9. HEK293 GAL4-SRC3 luciferase reporter, luminescence. inhibition, % at 3.6 µM. 0.17% of 360,000 active. AID 588352;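 active means inhibition above a per-campaign cutoff, the mean of all compounds plus 3 SD, cut at about 60% in these data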;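 further: 0% = DMSO-treated cells and 100% = gossypol-treated cells at 36 µM; higher means less SRC3-driven luciferase light from the GAL4 reporter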
# An asterisk follows results filed as active; nt = not tested or not shown. Only part of the results is shown; the hit share may differ from the screen's.
# Sequence of screens – TLR9-MyD88 block	C8 TRAIL sens	TROY NFkB inh	SRC1 inh	NR5A2 inv ag	NOD2-RIPK2 inh	COUP-TFII inh	LMP1 NFkB inh	TWEAK-Fn14 inh	SRC2 inh	NCOA3 inh
Cc1ccc(C(=O)NNC(=O)C2CC2)cc1Br
  0	4	-20	-3	-14	7	-11	2	-6	10	0
Cc1cc(C)c(C)c(OCCOCCN2CCN(C)CC2)c1
  -2	4	-11	4	12	8	5	-11	5	-11	19
Cc1nc2nc(SCC(=O)C(C)(C)C)[nH]c2cc1Br
  6	11	-4	-14	-18	5	-12	-9	1	-25	11
O=C(CSc1n[nH]c(-c2ccco2)n1)Nc1ccccc1
  -5	17	9	-9	-1	-5	4	-4	-6	-14	-11
CCc1ccccc1Nc1ccc(C(=O)O)cc1N
  0	-2	-2	-29	-31	-10	-12	-12	-1	-17	-33
O=C(Nc1ccc(F)cc1)N1CCn2c(nc3ccccc32)C1
  1	4	-8	-20	5	-15	-6	-1	-10	-18	-3
O=c1c2ccccc2cnn1Cc1n[nH]c(=S)n1-c1ccccc1
  4	19	12	12	13	-4	10	-6	-3	-21	-1
Cc1ccc(/C=N/n2c(C3CCCCC3)n[nH]c2=S)cc1
  3	-2	5	12	12	-6	-13	5	-24	-12	-2
CCOc1ccc(N2CC(C(=O)N/N=C/c3sccc3C)CC2=O)cc1 (stereo unspecified)
  -6	2	-46	9	4	8	11	6	-10	0	-2
COc1ccc(C2/C(=C(/O)c3ccc4c(c3)CC(C)O4)C(=O)C(=O)N2CCN2CCOCC2)cc1 (stereo unspecified)
  2	-2	-9	-4	-11	1	-4	3	11	14	5
NC1=C(c2ccc(F)cc2)C(=O)CS1
  -3	-11	-17	-31	15	10	2	1	-1	0	3
CC(C)CN(CC(C)C)C(=O)c1cc(S(=O)(=O)N2CCCCC2)c[nH]1
  -4	5	7	9	10	9	8	-6	-15	3	-7
COc1ccc(C2NC(=O)NC(C)=C2C(=O)Nc2cccc(C)c2C)cc1 (stereo unspecified)
  -3	5	16	-7	-21	-2	9	-4	-4	-7	-19
CC(/C=N/NC(=O)c1ccccn1)=C\c1ccco1
  nt	21	-34	-82	-47	-9	-65	nt	9	-38	-63
CC(OC(=O)c1cc(=O)c2cc(Cl)ccc2o1)C(=O)N1CCCC1 (stereo unspecified)
  -3	-1	-3	-17	17	15	10	-4	0	5	-6
O=C(Nc1ccccc1N1CCOCC1)c1ccc2c(c1)C(=O)N(Cc1ccncc1)C2=O
  -6	16	-9	-2	9	-2	8	-2	-6	7	18
CCOC(=O)C1=C(COC(=O)C2CC(=O)N(CCc3ccccc3)C2)NC(=O)NC1C (stereo unspecified)
  -5	-11	12	10	-20	-8	13	-1	-5	-15	-4
Cc1cccc2sc(NC(=O)c3cccc(S(=O)(=O)N4CCc5ccccc54)c3)nc12
  -1	15	11	-2	13	-1	-4	0	40	13	14
Cc1ccccc1-n1c(SCC(=O)N/N=C/c2sccc2C)nc2ccccc2c1=O
  -3	-13	0	6	-14	-1	-2	1	-13	6	18
CC(=O)N1C[C@H]2CON(C)[C@H]2C[C@H]1c1cccc(-c2ccccc2C)c1
  -16	10	4	-14	-15	-2	78*	0	4	-12	-16
CC(C)Cn1c(N)c(C(=O)COC(=O)c2cc3ccccc3cc2O)c(=O)n(C)c1=O
  -3	21	25	26	-11	-7	5	17	31	12	3
CCc1sc(C(=O)NNC(=O)c2cncc(Br)c2)cc1C
  0	-20	4	-30	-6	2	-12	-7	1	-2	-26
C=CCc1cccc(CNc2ccc(Br)cc2)c1O
  10	0	-12	-33	-5	-7	8	-2	-8	-30	4
CC(Oc1ccc(F)cc1)C(=O)Nc1ccccc1C(=O)NC1CC1 (stereo unspecified)
  -3	-16	5	-1	2	-6	-7	4	9	-16	-2
Nc1c(S(=O)(=O)c2ccccc2)c2nc3ccccc3nc2n1C1CC1
  9	0	-10	-77	0	-31	13	-3	3	-10	23
Cc1ccc(S(=O)(=O)NCCc2nnc3ccc(SCc4cccnc4)nn23)cc1
  5	-3	-4	3	-5	1	19	-6	2	-12	2
O=C(C1CCCN(c2ncnc3c2nc2n3CCCCC2)C1)N1CCN(c2ccc(Cl)cc2)CC1 (stereo unspecified)
  -7	18	50	13	-12	4	25	-1	38	23	9
Cn1c(=S)c2[nH]c(SCCC(C)(C)C)nc2n(C)c1=O
  -4	-5	11	-5	13	-3	-1	-1	18	-5	-11
COCCNc1nc(=S)[nH]c2cc(OC)c(OC)cc12
  5	6	-11	-8	11	0	-8	-2	-5	-27	8
Cc1ccc(NC(=O)CO/N=C/c2ccccc2C)c(C)c1
  -3	-11	-8	12	12	-7	14	-1	9	-5	18
CCNC(=S)N/N=C/c1cccc(/C=N/NC(=S)NCC)c1
  1	-2	10	-21	-1	-4	8	-1	-7	-23	2
Cn1nnc2c(sc3nc(N4CCOCC4)c4c(c32)CCCC4)c1=O
  4	4	-9	6	-1	-7	nt	-20	7	nt	1
O=C(COC(=O)c1cnccn1)Nc1c(Cl)cc(Cl)cc1Cl
  -7	-5	-8	3	18	-7	18	-8	-13	5	3
CC(=O)n1c2c(c3ccccc31)OC(N)=C(C#N)C2c1cccc(Cl)c1Cl (stereo unspecified)
  4	-13	-6	8	22	-4	12	6	33	-24	-12
COc1ccc(OC)c(NC(=O)C(C)SCc2nc3sc(C)c(C)c3c(=O)[nH]2)c1 (stereo unspecified)
  -3	15	5	-17	24	-1	-2	0	-27	1	-27
CCC1CCCCN1CCCNC(=O)c1c(O)nc2c(C)cccn2c1=O (stereo unspecified)
  0	-3	10	15	-21	2	-20	8	7	-7	-6
Cc1c(C)n2c(SCC(=O)NC3CCCCC3)nnc2[nH]c1=O
  -1	13	-8	-7	-11	-4	-12	1	-2	0	0
CC1(C(=O)N2CCCCC2)CCN1C(=O)Cc1ccc(-c2ccccc2)cc1 (stereo unspecified)
  nt	-7	-3	-6	-9	1	4	nt	0	2	1
COC(=O)C(C)Oc1cc(C)ccc1COc1ccc(-n2nc(C)n(C(F)F)c2=O)cc1 (stereo unspecified)
  -13	-8	0	11	3	-1	30	2	5	17	11
c1ccc2c(c1)CCc1snnc1-2
  11	-20	-1	2	0	2	14	2	12	-6	0
CCn1c(COc2ccc(Cl)cc2)nnc1SCc1nc2ccccc2[nH]1
  -8	30	30	-24	-13	-4	6	10	30	-5	-30
COCCNC(=O)c1ccccc1NC(=O)Cc1ccccc1[N+](=O)[O-]
  4	-3	-6	-10	12	-6	-1	6	-6	12	6
O=C(CCN1C(=O)C2C3CCC(C3)C2C1=O)Nc1cccc(Cl)c1 (stereo unspecified)
  1	-15	-25	-13	4	-10	-8	-2	5	-27	1
O=C(NCCS(=O)(=O)c1ccc(Br)cc1)c1ccccc1Cl
  -6	3	-5	21	15	-14	-7	-15	0	-7	15
Cc1csc(NC(=O)CSc2nnc(-c3ccoc3C)n2C(C)c2ccccc2)n1 (stereo unspecified)
  -8	-4	4	-1	15	4	12	-6	4	32	4
COc1ccc(C(CNC(=O)c2cccc(S(=O)(=O)NCc3ccccc3)c2)N2CCOCC2)cc1 (stereo unspecified)
  4	12	-9	-7	-10	3	-10	-2	-12	-7	5
CCOCCCn1c(-c2ccc(Cl)cc2)n[nH]c1=S
  11	5	-2	-10	3	1	-5	3	1	9	10
COc1ccc(Cl)cc1NC(=O)[C@@H]1CCCN1C(=O)c1cccs1
  -1	-1	7	10	8	-3	3	4	1	-19	7
CCCS(=O)(=O)NC(=O)C1(C)CCCN(C(=O)c2ccc(F)cc2Cl)C1 (stereo unspecified)
  nt	3	-7	-5	10	-1	nt	nt	-3	nt	9
CC(=O)N1CC(=O)N(Cc2ccccc2)/C(=C/c2ccccc2)C1=O
  5	-3	4	3	4	7	13	-1	-2	-15	8
COc1ccc(NC(=O)c2c(N)cnn2C)cc1
  -3	3	-2	-2	-7	6	-32	1	-3	8	-13
S=C(Nc1ccc2nsnc2c1)N1CCCC1
  -3	-7	3	-70	-69	11	-40	-16	-13	-34	-58
COc1ccc(CCNc2nc(-c3ccccn3)cs2)cc1OC
  3	15	-13	-11	-15	-3	14	18	-3	16	5
CN(C(=O)c1ccc(S(=O)(=O)N2CCOCC2)cc1)C1CCS(=O)(=O)C1 (stereo unspecified)
  1	4	6	-7	6	1	4	-6	1	-3	-13
CCCC(=O)NC(=S)Nc1ccccc1F
  1	5	-50	-13	0	1	7	-9	2	-28	-16
CCOC(=O)c1[nH]c2ccc(OCC)cc2c1NC(=O)CN1CCCC(C)C1 (stereo unspecified)
  0	-11	5	-2	-3	-3	-18	1	-9	11	-8
CC1CCCC(C)N1C(=O)COC(=O)c1ccco1 (stereo unspecified)
  6	-2	-20	-11	17	-6	-6	1	19	0	11
CC(=O)CSc1nc2ccc(Nc3nc(N4CCOCC4)nc(N4CCOCC4)n3)cc2s1
  -9	31	12	0	25	1	0	3	-33	-10	15
Cc1cc(C)n2nc(SCC(=O)N(C)C)nc2n1
  -1	3	-7	-6	9	5	5	-4	9	-5	-9
CCOc1cc(/C=N/NC(=O)c2cccnc2)ccc1OCC(N)=O
  -15	2	-11	3	-1	-5	0	-5	1	-3	13

# Other records:
# Sequence of screens – TLR9-MyD88 block	C8 TRAIL sens	TROY NFkB inh	SRC1 inh	NR5A2 inv ag	NOD2-RIPK2 inh	COUP-TFII inh	LMP1 NFkB inh	TWEAK-Fn14 inh	SRC2 inh	NCOA3 inh
O=C(CSc1nc(O)cc(=O)n1-c1ccccc1)Nc1ccc(Br)cn1
  -8	10	-33	10	3	-8	7	6	-21	30	15
CC1(C)NC(=O)N(CC(=O)OCC(=O)Nc2cccc(F)c2)C1=O
  5	-3	-7	5	-6	-3	-9	0	-1	-18	4
C=CCn1c(SCC(=O)NC2CC2)nc2ccccc2c1=O
  0	-10	-21	-1	-4	-2	16	1	7	-13	-16
C/C=C(\C)C(=O)O[C@@H]([C@H](O)c1cc2ccc(=O)oc2cc1OC)C(C)(C)O
  -1	-1	-10	9	2	4	-1	-3	19	-6	2
COc1ccc2[nH]c(=O)c(CN(CC3CCCO3)S(=O)(=O)c3ccccc3F)cc2c1 (stereo unspecified)
  -5	1	-19	15	9	4	8	1	10	-19	21
NS(=O)(=O)c1ccc(N/N=C/C=C/c2ccccc2[N+](=O)[O-])cc1
  3	-18	-41	-63	-49	4	-29	-8	-1	-74	-62
O=C(O)CCC(=O)OCCc1cc2ccccc2c(=O)o1
  9	8	-10	-3	9	-6	0	5	-3	-13	8
CCN(C(=O)Cc1c(C(=O)O)n(C)c2ccccc12)c1cccc(C)c1
  -4	-13	3	-13	11	-7	10	3	12	-17	-3
CC(=O)c1cccc(-c2ccnc3c2CC(C(=O)Nc2ccc4c(c2)OCO4)O3)c1 (stereo unspecified)
  nt	36	29	-2	14	-2	11	nt	5	-1	-23
O=C(CCCN1C(=O)/C(=C/c2ccccc2)SC1=S)Nc1ccc(C(=O)O)c(O)c1
  8	-3	-18	8	-19	-1	0	6	-38	13	18
